Source: PubChem (Broad Institute)
PglD inh – C. jejuni PglD acetyltransferase inhibitors, primary screen, biochemical, DTNB colorimetric, single point; UDP-N-acetylbacillosamine N-acetyltransferase PglD (Campylobacter jejuni); purified PglD enzyme, DTNB colorimetric CoA detection; inhibition, % at 12.5 µM; hit rate 0.098% among 360,000; in the data active means inhibition above about 16%, passing the limit was not always enough; inconclusive means no clear call, values can overlap the other calls; further: strong numbers were not always called active
ERp5 block – inhibitors of ERp5-driven insulin aggregation, primary screen, biochemical, turbidity, absorbance 650 nm, single point; Protein disulfide-isomerase A6 (Homo sapiens), Q15084; 90 min; inhibition, % at 9.99 µM; hit rate 0.05% among 350,000; AID 651711, 2012;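 active means mean replicate inhibition above about 25%, with every replicate also reaching it, limit read from the data, passing the limit was not always enough; inconclusive means only one of those two criteria met; inactive means neither criterion met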
Target sequence (Q15084 whole entry, looked up): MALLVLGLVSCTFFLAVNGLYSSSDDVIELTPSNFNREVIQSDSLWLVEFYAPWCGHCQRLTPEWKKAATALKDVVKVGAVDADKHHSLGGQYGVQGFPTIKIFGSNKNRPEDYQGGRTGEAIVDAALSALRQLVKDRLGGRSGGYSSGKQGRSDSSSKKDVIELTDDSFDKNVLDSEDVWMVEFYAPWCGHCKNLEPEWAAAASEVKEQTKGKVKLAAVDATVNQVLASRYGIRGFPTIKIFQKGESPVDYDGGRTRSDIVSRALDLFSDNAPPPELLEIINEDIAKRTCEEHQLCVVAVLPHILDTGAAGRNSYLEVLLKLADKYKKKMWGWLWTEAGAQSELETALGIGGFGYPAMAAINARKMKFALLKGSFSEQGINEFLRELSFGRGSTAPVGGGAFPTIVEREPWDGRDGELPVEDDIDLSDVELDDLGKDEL
DENV2 CPE rescue – inhibitors of DENV2 cytopathic effect, primary screen, cell-based, plate reader, single concentration. DENV2-infected cells, cytopathic effect rescue. CPE inhibition, % at 9.99 µM. hit rate 1.7% among 350,000. AID 651640, 2012; in the data active means CPE inhibition above about 20%, passing the limit was not always enough; inconclusive means no clear call, values can overlap the other calls; tested in BHK-21 cells;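 further: 0% = median of neutral control wells and 100% = median of positive control wells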
S100A4 MyoIIA – inhibitors of S100A4-myosin IIA peptide binding, primary screen, biochemical, fluorescence polarization, TAMRA-MyoIIA peptide; Protein S100-A4 (Homo sapiens), P26447; AID 652163, 2013; hit rate 0.14% among 360,000; inhibition, % at 10.7 µM;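 active means mean inhibition of at least 70% across replicates, with every replicate also reaching that level; inconclusive means mean inhibition reaches 70% but some replicates fall short; inactive means mean inhibition below 70%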
Target sequence (P26447 whole entry, looked up): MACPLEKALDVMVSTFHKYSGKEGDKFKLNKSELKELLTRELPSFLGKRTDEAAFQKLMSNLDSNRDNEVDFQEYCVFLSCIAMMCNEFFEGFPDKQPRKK
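Compound dosing: one dose per compound; test system: human S100A4 monomer with TAMRA-labelled myosin IIA peptide; probe or stimulus: TAMRA-labelled myosin IIA heavy-chain peptide probe, 5 nM; medium: HEPES buffer with Ca2+, pH 7.2; schedule: 5 min incubation before reading; benchmarks: neutral control DMSO, positive control TFP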
Statin myotox sup – suppressors of statin myotoxicity in C2C12 myotubes, primary screen, cell-based, single point, plate reader | rescue of ATP level, % at 7.49 µM | C2C12 myotubes + simvastatin, ATP luminescence, 48 h; scaled: DMSO 0, geranylgeraniol control 100 | AID 602340, 2012 | hit rate 0.78% among 330,000;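 active means mean ATP rescue above about 67%, or every replicate alone reaching that limit, limit read from the data, passing the limit was not always enough; inconclusive means no clear call, values can overlap the other calls; inactive means mean under the limit and some replicate under it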;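 further: myotubes were challenged with 10 µM simvastatin during compound exposure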
SIRT5 block – SIRT5 desuccinylase inhibitors, primary screen, biochemical, fluorescence imaging, single point, set 5; Purified SirT5, succinyl-peptide AMC, trypsin-coupled fluorescence; inhibition, % at 15 µM; hit rate 1.1% among 330,000; AID 652115, 2013; in the data active means inhibition above about 15%; inconclusive means no clear call, values can overlap the other calls
Target sequence (Q9NXA8 whole entry, looked up): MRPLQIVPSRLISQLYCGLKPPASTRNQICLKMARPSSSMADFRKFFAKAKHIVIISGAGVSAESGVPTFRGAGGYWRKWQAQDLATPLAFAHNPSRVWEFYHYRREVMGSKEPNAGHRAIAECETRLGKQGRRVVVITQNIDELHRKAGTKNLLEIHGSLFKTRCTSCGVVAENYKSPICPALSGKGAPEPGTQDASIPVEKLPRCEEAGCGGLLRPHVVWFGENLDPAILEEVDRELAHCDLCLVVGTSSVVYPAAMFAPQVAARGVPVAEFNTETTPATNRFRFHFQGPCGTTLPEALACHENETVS
E-selectin induc – E-selectin induction in HUVECs, primary screen, imaging, HUVEC, immunofluorescence imaging, single point; P16581; normalized: neutral wells 0, TNF-alpha wells 100; activation, % at 7.58 µM; hit rate 0.37% among 260,000;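 active means mean E-selectin-positive cell signal at least 10% of the positive control, reached in at least 60% of replicates, without over 20% cell loss; inconclusive means no rule given, readout overlaps actives, possibly toxicity-flagged; inactive means the rest, including those meeting only one limit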;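 further: in these data hits start at about 27%; measured in HUVEC primary endothelial cells; signal is the percent of cells scored E-selectin positive by PE staining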
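System: HUVEC, human umbilical vein endothelial cells; quantity: 3,000 cells/well; buffer or medium: EGM-2 medium, gelatin-coated wells; dosing: single-point compound dose; detection: immunofluorescence imaging; evaluation: % PE-positive cells; benchmarks: TNF-alpha, DMSO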
Numbers without * were called inactive; ? = inconclusive; / = no result given. These rows are one share of the data; rates above refer to the full screens.

SMILES	PglD inh	ERp5 block	DENV2 CPE rescue	S100A4 MyoIIA	Statin myotox sup	SIRT5 block	E-selectin induc
Cc1ccc(-c2ccc3c(c2)O[C@H](CN(C)C(=O)CC2CC2)[C@@H](C)CN([C@H](C)CO)S3(=O)=O)cc1	-30	-1	-1	-2	-5	3	1.6
COC(=O)c1ccc(NC(=S)NC2CC2)cc1	-4	11	5	2	-5	-9	/
CCC1Nc2ncnc(N3CCN(c4ccccc4)CC3)c2N(Cc2ccc(OC)cc2)C1=O (centres undefined)	-6	-1	?	-5	3	-2	-0.1
COc1ccc(CNC(=O)CSc2nccn(-c3ccc(F)c(F)c3)c2=O)cc1	0	-3	5	7	8	-1	-0.8
CCC(=O)Nc1ccc2c(c1)OC[C@@H](C)N(C(=O)Cc1ccccn1)C[C@@H](C)[C@H](OC)CN(C)C2=O	-2	-2	10	1	-17	-4	0.1
COc1ccc(CNC(=O)Cn2nc(Cc3cccnc3)c3ccccc3c2=O)cc1	-2	1	/	-2	0	-5	0.9
CO[C@H]1CN(C)C(=O)c2ccc(NC(=O)c3cccc(Oc4ccccc4)c3)cc2OC[C@H](C)NC[C@@H]1C	/	-2	3	7	/	4	-0.3
O=C(c1ccc(N2CCC3(CC2)OCCO3)c([N+](=O)[O-])c1)N1CCOCC1	3	-8	?	-3	1	-1	-0.1

Shown with two lines to a compound: three of the compounds above.
Values run as follows: PglD inh, ERp5 block, DENV2 CPE rescue, S100A4 MyoIIA, Statin myotox sup, SIRT5 block, E-selectin induc
CO[C@H]1CN(C)C(=O)c2ccc(NC(=O)c3cccc(Oc4ccccc4)c3)cc2OC[C@H](C)NC[C@@H]1C
→ /, -2, 3, 7, /, 4, -0.3
COc1ccc(CNC(=O)CSc2nccn(-c3ccc(F)c(F)c3)c2=O)cc1
→ 0, -3, 5, 7, 8, -1, -0.8
CCC(=O)Nc1ccc2c(c1)OC[C@@H](C)N(C(=O)Cc1ccccn1)C[C@@H](C)[C@H](OC)CN(C)C2=O
→ -2, -2, 10, 1, -17, -4, 0.1

More results follow.
SMILES	PglD inh	ERp5 block	DENV2 CPE rescue	S100A4 MyoIIA	Statin myotox sup	SIRT5 block	E-selectin induc
CC(C)NC(=O)Nc1ccc2c(c1)CC(=O)N([C@H](C)CO)C[C@H](C)[C@H](CN(C)Cc1ccc3c(c1)OCO3)O2	-4	1	6	4	-24	4	-9.8
Fc1ccc(F)c(C2=NNC(=NCC3CCCO3)SC2)c1 (centres undefined)	/	4	-3	-4	/	1	-0.7
Cn1c(SCc2ccc(F)cc2Cl)nc2ccccc2c1=O	5	-2	-3	-1	2	-3	4.0
CC(C)C#Cc1ccc([C@@H]2[C@H]3CN(CC4CC4)CCCCN3[C@H]2CO)cc1	6	5	26*	-18	/	-1	-0.3
C[C@@H]1CN([C@H](C)CO)S(=O)(=O)c2ccc(C#CC3CC3)cc2O[C@@H]1CN(C)C(=O)CN(C)C	-1	0	8	-4	-17	-8	0.0
Cc1cccc(N2CCN(C(=S)c3ccccc3)CC2)c1	-10	4	12	-1	/	0	/
CC1(C)CC(=O)C=C(c2n[nH]nc2-c2ccccc2)C1	/	-10	3	-4	4	-1	0.1
Cc1ccccc1S(=O)(=O)N1CC(=O)N2[C@H](CO)[C@@H](c3ccc(C#CCC(C)C)cc3)[C@H]2C1	/	1	?	-6	/	9	-0.7

(continued)
SMILES	PglD inh	ERp5 block	DENV2 CPE rescue	S100A4 MyoIIA	Statin myotox sup	SIRT5 block	E-selectin induc
O=C(Cn1nnc2ccccc21)Nc1ccc([N+](=O)[O-])cc1	/	3	4	-4	/	-4	1.9
COc1cc(NC(=O)CSc2nc3[nH]ncc3c(=O)n2-c2ccccc2)cc(OC)c1OC	/	-3	0	-3	5	-6	0.1
CCNC(=O)CC1C(=O)N(c2ccc(C)cc2)C(=O)N1CCC(C)C (centres undefined)	0	4	2	0	5	-1	-0.1
CC(=O)C1=CCC(c2ccccc2)N(S(C)(=O)=O)C1 (centres undefined)	-5	7	1	-1	1	-3	1.6
CN1CCc2c(sc3c2C(=O)NC(c2ccc4c(c2)OCO4)N3)C1 (centres undefined)	-3	4	-3	-9	5	1	/
CCOC(=O)[C@H]1[C@H]2COc3ccc(OC)cc3[C@@H]2N2C(=O)CN(Cc3ccc(Cl)cc3)C(=O)[C@@]12C	-1	4	-10	-3	61	1	-0.1
CSc1nc(N(C)C)nc(N(C#N)CCOC(C)=O)n1	4	0	-2	4	1	-4	/
CC(C)(C)C1CCC(C(=O)NNC(=O)c2ccncc2)CC1 (centres undefined)	9	-4	13	-5	1	0	0.0

The list goes on.
SMILES	PglD inh	ERp5 block	DENV2 CPE rescue	S100A4 MyoIIA	Statin myotox sup	SIRT5 block	E-selectin induc
CCOc1ccc(NS(=O)(=O)c2ccc3[nH]c(=O)c(=O)[nH]c3c2)cc1	/	-3	/	-25	/	-12	/
N#Cc1cccc(-c2ccc([C@@H]3[C@@H](CO)N4CCCCN(Cc5ccccc5F)C[C@H]34)cc2)c1	-1	0	-7	/	0	4	-0.3
O=C(CSc1nc(-c2ccccc2)c(-c2ccccc2)[nH]1)NCC1CCCO1 (centres undefined)	/	-3	-6	8	/	/	-0.4
CC(=O)Nc1ccc(-c2ccnc3c2CC(C(=O)NCc2ccccc2)O3)cc1 (centres undefined)	-6	8	-5	0	-54	-3	0.1
COCCn1c(SCc2nnc(-c3ccc(OC)c(OC)c3)o2)nnc1-c1ccncc1	0	10	6	-7	6	-2	0.4
CCN(CCCNC(=O)C1CCN(C(=O)c2cc3sccc3n2C)CC1)Cc1ccccc1	-2	-6	9	-8	0	2	/
O=C(/C=C(\c1ccccc1)n1cncn1)c1ccccc1	/	1	-6	-4	/	0	-0.5
CC(C)Nc1nnc(SCC(=O)/C=C2\N(C)c3ccccc3C2(C)C)s1	-2	1	2	-9	7	-4	/

(further entries)
SMILES	PglD inh	ERp5 block	DENV2 CPE rescue	S100A4 MyoIIA	Statin myotox sup	SIRT5 block	E-selectin induc
O=C(O)c1ccc(NS(=O)(=O)c2cccc3nsnc23)cc1	1	-2	/	-6	4	0	/
O=C([C@H]1N[C@H]2c3ccc(C4=CCCC4)c(=O)n3C[C@H]2[C@@H]1CO)N1CCc2ccccc2C1	2	-1	?	-1	6	4	0.5
CCCCNC(=O)CC1NCCNC1=O (centres undefined)	/	-1	/	11	/	2	4.7
COc1ccc(C2c3[nH]c4ccccc4c3CCN2C(=O)c2ccccc2C(C)=O)c(F)c1 (centres undefined)	-2	2	-4	-5	13	2	/
CCCC#Cc1ccc([C@H]2[C@H](CO)N3C(=O)CN(C(=O)Nc4ccccc4)C[C@@H]23)cc1	/	-7	-10	-6	/	-1	0.2
COP(=O)(OC)C(NC(=O)Nc1ccccc1)c1ccccc1 (centres undefined)	/	1	0	0	/	5	/
COc1ccc(NC(=O)c2cc3c(Cl)nc4ccccc4c3s2)cc1OC	-3	-3	13	36	/	-2	/
CO[C@H]1CN(C)C(=O)c2ccc(NC(=O)Nc3ccc(Cl)c(Cl)c3)cc2OC[C@H](C)NC[C@H]1C	-2	-8	7	-5	-26	100*	-0.2

(more compounds)
SMILES	PglD inh	ERp5 block	DENV2 CPE rescue	S100A4 MyoIIA	Statin myotox sup	SIRT5 block	E-selectin induc
OCC1(CCCc2ccccc2)CCN(C2CCSCC2)CC1	/	2	0	0	-5	0	/
COc1cccc(S(=O)(=O)N[C@@H]2CC[C@@H](CCn3cc(-c4ccccn4)nn3)O[C@H]2CO)c1	3	-6	?	14	-3	3	-0.2
Cc1c(C(=O)N2CCCCC2)c(S(=O)(=O)Nc2ccc(F)cc2F)c(C)n1C	-3	7	?	7	-2	-6	/
COc1ccc(NS(=O)(=O)c2cccc(C(=O)NCC(c3ccc(OC)cc3)N3CCOCC3)c2)cc1 (centres undefined)	3	-2	0	0	2	1	-0.4
Fc1cccc(Nc2ncnc3sccc23)c1	-7	3	-7	-6	-10	-6	0.8
COC(=O)c1ccccc1COc1cccn2c(N(C)Cc3cccs3)c(C)nc12	1	-1	18	0	23	-1	-0.4
CCOC(=O)c1ccc(NC(=O)c2nc[nH]c2C(=O)N2CCN(C(=O)OC(C)(C)C)CC2)cc1	/	-1	7	1	/	0	/
CC(C)NC(=O)N(C)C[C@@H]1Oc2cc(-c3ccccc3F)ccc2S(=O)(=O)N([C@H](C)CO)C[C@@H]1C	0	0	1	0	11	-11	-0.3

Additional compounds follow.
SMILES	PglD inh	ERp5 block	DENV2 CPE rescue	S100A4 MyoIIA	Statin myotox sup	SIRT5 block	E-selectin induc
O=C(COc1cccc(Cl)c1)Nc1cc(S(=O)(=O)N2CCOCC2)ccc1N1CCOCC1	4	-2	-2	-4	-3	-2	-0.9
COc1ccc(C(C[N+](=O)[O-])c2c(C)[nH]n(-c3ccccc3)c2=O)cc1 (centres undefined)	-2	2	-13	-4	2	0	/
Cc1nc2ccc(S(=O)(=O)NCC(=O)Nc3cccc(F)c3)cc2s1	/	8	2	-1	/	-3	/
COc1ccc(S(=O)(=O)N2CCOCC2)cc1C(=O)NCc1ccccc1CN1CCCC1	-4	0	?	-12	3	-4	?
C[C@@H]1CN([C@@H](C)CO)C(=O)c2cc(NC(=O)C3CCCCC3)ccc2O[C@@H](C)CCCCO[C@H]1CN(C)C(=O)C1CCCCC1	0	4	-2	-14	/	2	0.1
Nc1ccc2c(c1)C(=O)N(c1cccc3ccccc13)C2=O	-8	-3	4	-5	-13	1	/
COC(=O)c1ccccc1NC(=O)Nc1c(C)n(C)n(-c2ccccc2)c1=O	6	-3	-7	-3	/	3	0.0
CO[C@@H]1CN(C)C(=O)c2cc(NS(C)(=O)=O)ccc2OC[C@@H](C)N(C(=O)CN(C)C)C[C@@H]1C	3	-1	21*	-3	12	-3	-0.3

Additional compounds:
SMILES	PglD inh	ERp5 block	DENV2 CPE rescue	S100A4 MyoIIA	Statin myotox sup	SIRT5 block	E-selectin induc
O=C(Cc1ccc(Cl)cc1Cl)NC1CCCCCC1	5	6	1	-1	4	-3	0.0
CO[C@H]1CN(C)C(=O)c2cc(NC(C)=O)ccc2OC[C@H](C)N(C(=O)Cc2ccccn2)C[C@@H]1C	-3	0	-8	-3	13	1	0.2
C/C(=N\NC(=O)c1ccccc1OCCOc1ccccc1)c1ccccc1F	-2	4	-2	9	5	1	-0.1
COc1ccc(C#Cc2ccc3c(c2)O[C@@H](CN(C)C(C)=O)[C@@H](C)CN([C@@H](C)CO)S3(=O)=O)cc1	-2	-5	-11	-3	27	3	0.1
Cc1cccc(NC(=O)c2cc(S(=O)(=O)N3CCCCC3)c[nH]2)c1C	-5	0	13	-5	10	5	0.0
COC(=O)C[C@@H]1CC[C@@H]2[C@H](COc3ccc(NC(=O)c4ccc(C(F)(F)F)cc4)cc3C(=O)N2C)O1	1	-1	?	-7	-11	-1	0.5
